Screens from PubChem.
TDP1 cell noCPT: qHTS for Inhibitors of human tyrosyl-DNA phosphodiesterase 1 (TDP1): qHTS in cells in absence of CPT; Potency, µM (series often up to 46.2 µM), inactives show top-dose activity change, negative = growth inhibition, usual class: inhibitors; actives 15% (n = 420,000); AID 686978, 2013; DT40 Tdp1-/- hTDP1 cells, no CPT, ATP luminescence, 48 h; active = well fitted inhibition curve with a large enough effect; inconclusive = small, poorly fitted or top-dose-only effect; also: nearly all actives have a fitted effect of over 55% in size
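Camptothecin absent (DMSO only). Human TDP1-complemented DT40 knockout cells, 400 cells/well, 37 °C for minimum 48 hr; ATP measured via CellTiter-Glo, 30 min dark incubation, luminescence.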
Numbers without * were called inactive; ? = inconclusive. % is scaled to controls: 0 for no effect and ±100 for the full control effect; potency is read from the fitted curve at half-maximal effect. Only part of the results is shown, so the mix of outcomes need not match the whole.

SMILES	TDP1 cell noCPT
CCC(C)n1c(=N)c(C(=O)NCc2ccco2)cc2c(=O)n3cc(C)ccc3nc21 (configuration not stated)	?
O=C1NC(c2cccc(OCc3ccccc3)c2)Nc2ccccc21 (configuration not stated)	1.2µM*
Cc1ccc2ccccc2[n+]1CCCCI	-9%
O=C(O)c1ccc[n+](Cc2ccc([N+](=O)[O-])cc2)c1	1%
C[C@H](NC(=O)c1[nH]cnc1C(=O)N[C@@H](C)CO)c1ccccc1	4%
ClCCn1c(CCl)nc2ccc(Cl)cc21	16µM*
COc1ccc(NC(=O)CSc2nc3ccsc3c(=O)n2CCC(=O)O)cc1	27%
CCOC(=O)c1c(NC(=O)CSc2nnc(-c3ccncc3)n2Cc2ccco2)sc(C(C)=O)c1C	-25%
COc1cc2nc(N3CCCN(C)CC3)nc(NC3CCN(C)C3)c2cc1OC (configuration not stated)	18µM*
O=S(=O)(Nc1ccc(Cl)cc1)c1ccc(NS(=O)(=O)c2ccc3c(c2)OCCO3)cc1	-19%
COc1cccc(Nc2nc(C(N)c3ccccc3)cs2)n1 (configuration not stated)	12µM*
CCOC(=O)[C@]12CCC=C1N(Cc1ccco1)C(=O)[C@H](CC(=O)NCc1ccc(OC)c(OC)c1)C2	-20%
COC(=O)c1cccc2c1C(=O)c1cc([N+](=O)[O-])ccc1-2	?
O=C(NCc1ccccc1)C(c1ccc(C(F)(F)F)cc1)n1c(=O)c(-c2cc3ccccc3[nH]2)nc2ccccc21 (configuration not stated)	15µM*
CCNC(=O)N(C)c1c(CC)nc2ccc(C(=O)N3CCN(C(C)=O)CC3)cn12	6%
CC(C)(C)C1CCN2CCC[C@](c3ccccc3)(C1)[C@@]21CO1 (some centres not stated)	?
CCCNC(=O)c1cc(C2CCCCN2C(=O)CCCc2ccccc2)on1 (configuration not stated)	-20%
CC1(C)COC(=S)N1CCC#N	-7%
COCCC(=O)N1CCOCC1c1cc(C(=O)Nc2ccccc2)no1 (configuration not stated)	0%
Nc1ccn([C@@H]2O[C@H](CNC(=O)[C@@H](N)CSCc3ccccc3)[C@@H](O)[C@H]2O)c(=O)n1	-17%

14 successive entries already listed, for reference:
SMILES	TDP1 cell noCPT
Cc1ccc2ccccc2[n+]1CCCCI	-9%
O=C(O)c1ccc[n+](Cc2ccc([N+](=O)[O-])cc2)c1	1%
C[C@H](NC(=O)c1[nH]cnc1C(=O)N[C@@H](C)CO)c1ccccc1	4%
ClCCn1c(CCl)nc2ccc(Cl)cc21	16µM*
COc1ccc(NC(=O)CSc2nc3ccsc3c(=O)n2CCC(=O)O)cc1	27%
CCOC(=O)c1c(NC(=O)CSc2nnc(-c3ccncc3)n2Cc2ccco2)sc(C(C)=O)c1C	-25%
COc1cc2nc(N3CCCN(C)CC3)nc(NC3CCN(C)C3)c2cc1OC (configuration not stated)	18µM*
O=S(=O)(Nc1ccc(Cl)cc1)c1ccc(NS(=O)(=O)c2ccc3c(c2)OCCO3)cc1	-19%
COc1cccc(Nc2nc(C(N)c3ccccc3)cs2)n1 (configuration not stated)	12µM*
CCOC(=O)[C@]12CCC=C1N(Cc1ccco1)C(=O)[C@H](CC(=O)NCc1ccc(OC)c(OC)c1)C2	-20%
COC(=O)c1cccc2c1C(=O)c1cc([N+](=O)[O-])ccc1-2	?
O=C(NCc1ccccc1)C(c1ccc(C(F)(F)F)cc1)n1c(=O)c(-c2cc3ccccc3[nH]2)nc2ccccc21 (configuration not stated)	15µM*
CCNC(=O)N(C)c1c(CC)nc2ccc(C(=O)N3CCN(C(C)=O)CC3)cn12	6%
CC(C)(C)C1CCN2CCC[C@](c3ccccc3)(C1)[C@@]21CO1 (some centres not stated)	?

(next part)
SMILES	TDP1 cell noCPT
C=C1CCN(c2ccc(C(=O)NCc3ccc(OC)cc3)cc2[N+](=O)[O-])CC1	?
COc1ccc(S(=O)(=O)N(CC(=O)NCCSc2ccccc2)c2ccc(Cl)cc2)cc1	12µM*
CC(C)CC1C(=O)N(Cc2cn(CCC3OCCCO3)nn2)CCS(=O)(=O)N1Cc1ccc(-c2ccc(Cl)cc2)cc1 (configuration not stated)	?
CCCC1NC(=O)c2cccnc2-n2c1nc1ccc(Cl)cc1c2=O (configuration not stated)	-4%
CCn1c(SCC(=O)NC2CCCC2)nc2c(c1=O)SCC2	-3%
COc1cccc(C(=O)NNC(=O)c2ccc3ccccc3c2)c1	-10%
COc1ccccc1-c1ccc(C(=O)N(C)CC2COCCO2)c(N2CCN(c3ccccc3F)CC2)n1 (configuration not stated)	-9%
C[C@@H]1CN([C@@H](C)CO)C(=O)CCCn2nncc2CO[C@@H]1CN(C)C(=O)Nc1ccc(N2CCCCC2)cc1	-5%
COc1cccc(OCCCn2c(-c3ccc(Cl)cc3)nc3ccccc3c2=O)c1	-16%
Cc1cc(S(=O)(=O)Nc2ccc(C(=O)NCCN3CCOCC3)cc2)ccc1F	2%
CC1(C(=O)NS(=O)(=O)c2ccc(F)cc2F)CCN1C(=O)C1(c2ccc(Cl)cc2)CCC1 (configuration not stated)	-18%
Cc1nn(Cc2ccccc2)c(C)c1NC(=O)CSc1nc2sc3c(c2c(=O)n1C)CCC3	18µM*
COc1ccccc1NC(=O)c1c(NC(=O)c2ccco2)sc2c1CCC(C(C)(C)C)C2 (configuration not stated)	-3%
Cc1ccccc1-n1c(C)nnc1SC(C)C(=O)NCc1ccco1 (configuration not stated)	-3%
CCCc1oc2ccc(NS(=O)(=O)c3ccc(OCC)cc3)cc2c1C(=O)OCC	5.8µM*
CN(C(=O)c1cnn(-c2nccc(-c3ccccc3C(F)(F)F)n2)c1C1CC1)C1CCOC1 (configuration not stated)	-17%
CCOC(=O)C1(C)CCN1C(=O)c1cc(OC)ccc1Br (configuration not stated)	?
Cc1cccc(C(=O)Nc2ccc(NC(=O)c3cccc(C)c3)cc2)c1	-22%
COc1cc(OC)cc(-c2nc3n(n2)C(c2ccccc2)C(C(N)=O)=C(C)N3)c1 (configuration not stated)	-27%
C/C(Nc1ccc(Cl)cc1)=C1/CCOC1=O	-1%
CCc1nc2c(OCc3ccccc3C(=O)OC)cccn2c1N(C)C(=O)c1cccs1	29µM*
CC(C)C(=O)Nc1ccc(/C=C2\C=Cc3ccccc32)cc1	?
COc1ccc2cc1Oc1cc3c(cc1OC)CC[N+](C)(C)[C@H]3Cc1ccc(cc1)Oc1c(OC)c(OC)cc3c1[C@@H](C2)[N+](C)(C)CC3	?
CC(=O)c1ccc(-c2c(CCO)sc3ccccc23)cc1	?
CN(C)c1ccc(NC(=O)Nc2ccc3c(c2)c(=O)n(C)n3-c2ccccc2)cc1	21µM*
Cc1cccc(Cn2c(COc3ccc(Cl)cc3)nc3ccccc32)c1	16µM*
C[C@H]1CN([C@@H](C)CO)C(=O)c2cc(Br)cnc2O[C@@H]1CN(C)S(C)(=O)=O	?
Cc1c(C(=O)NCC(C)(C)N2CCOCC2)cnn1-c1ncc2c(n1)-c1ccccc1CCC2	-4%
C=CCN1c2ccccc2[C@]23C[C@@H](C(=O)OC)N(C(=O)NC4CCCC4)C2=NC(C(=O)OC)=C(C(=O)OC)[C@H]13	-16%
Cc1cnc(C)c(-c2cccc3c2OC(CNC(=O)/C=C/c2ccncc2)C3)n1 (configuration not stated)	?
Cc1cc(C)nc(SCCN2CCCCC2)n1	-5%
CCOc1ccc(OCC(=O)OCC(=O)N2CCN(S(=O)(=O)c3ccc(C)cc3C)CC2)cc1	13%
COc1ccc(CCNc2nc(C)cc(=O)[nH]2)cc1OC	8%
CC1(C(=O)NS(=O)(=O)c2ccccc2)CCN1C(=O)Cc1ccccc1Cl (configuration not stated)	-10%
O=S(Cc1ccccc1)Cc1ccccc1	-2%
COc1ccccc1-c1nnc(NC(=O)CCS(=O)(=O)c2ccc(F)cc2)o1	9.2µM*
O=C(O)c1ccc(C=NN=Cc2ccco2)cc1	-5%
O=C(Nc1ccc2c(c1)OCCO2)C(C1CC1)N1CCC(Cc2ccccc2)CC1 (configuration not stated)	?
COC(=O)C(C(=O)OC)[C@@H]1C=C[C@H](C[N+](=O)[O-])N(C(C)=O)C1	-17%
CCCCNS(=O)(=O)c1cccc(NC(=O)[C@@H]2O[C@H](CO)[C@H](O)[C@H](O)[C@H]2O)c1	?
COc1ccc(C(C(=O)NC2CCCC2)n2c(-c3cccs3)nc3ccccc32)cc1 (configuration not stated)	?
CN1OC[C@@H]2CN3C(=O)N(c4ccccc4)c4ccccc4[C@@H]3C[C@@H]21	-16%
C[C@@H]1CN([C@H](C)CO)C(=O)CCCn2nncc2CO[C@H]1CN(C)C(=O)C1CCCCC1	?
Cc1c(C=O)ccc(N(C)C)c1C	-11%
Cc1cccc(C(O)c2cnc(C)n2Cc2ccccc2)c1 (configuration not stated)	18µM*
CC1C(=O)N(Cc2cn(CCC3OCCO3)nn2)CCS(=O)(=O)N1Cc1ccc(-c2cccc(N(C)C)c2)cc1 (configuration not stated)	16µM*
O=C(Nc1ccccc1)c1cc(C2CCCCN2S(=O)(=O)c2ccccc2)on1 (configuration not stated)	?
Cc1ccc(Cc2c(C3CCCCC3)nc3cc(C)c(Br)c(C)n23)cc1	?
C[C@H](NC(=O)c1ncn2c1C(=O)N[C@@H](C)C2)c1ccccc1	?
COc1ccc(CNC(=O)c2ccc(N3CCC4(CC3)CC(c3ccc(Cl)cc3)=NO4)c(NC(=O)c3ccccc3)c2)cc1	-15%
COc1cc2oc(=O)cc(CN3CCCC3)c2cc1Cl	-29%
Brc1ccc(COc2cccc3cccnc23)cc1	-11%
Cc1noc(C)c1S(=O)(=O)N(C)C[C@H]1OCc2cnnn2CCCC(=O)N([C@@H](C)CO)C[C@H]1C	-18%
CC(=O)Nc1cc(-c2ccccc2CN(C)C)cn2c(-c3ccc(F)c(Cl)c3)cnc12	?
C/C=C/c1ccc2c(c1)O[C@@H](CN(C)C(=O)c1ccc(F)cc1)[C@@H](C)CN([C@H](C)CO)S2(=O)=O	?
O=C(CNC(=O)N1CC(=O)Nc2ccccc21)Nc1ccc(Cl)cc1Cl	-10%
Nc1cccc2c(O)cccc12	-12%
CC(C)c1ccc(CN2CCC2(C)C(=O)Nc2cccc(Oc3ccccc3)c2)cc1 (configuration not stated)	18µM*
C(=C\c1ccccc1)/CN1CCN(C(c2cc3ccccc3o2)c2nnnn2C2CCCC2)CC1 (configuration not stated)	?
CS(=O)(=O)c1ccc(-c2csc(C(O)(c3ccccc3)C(F)(F)F)n2)cc1 (configuration not stated)	?

Going on with the list.
SMILES	TDP1 cell noCPT
CCOc1ccc(NC(=O)CN(C)C(=O)CCc2nc3ccccc3c(=O)[nH]2)cc1OCC	0%
COC(=O)C1=C(C)N(CCCC(=O)O)C(=O)NC1c1ccccc1OS(=O)(=O)c1ccc([N+](=O)[O-])cc1 (configuration not stated)	-3%
CCOC(=O)CC(S(=O)(=O)c1ccccc1)S(=O)(=O)c1ccccc1	0.65µM*
O=C(O)c1cc2ccccc2cn1	0%
Cc1ccc(Oc2coc3cc(OCC(=O)NC4CCCCC4)ccc3c2=O)cc1	-24%
CC(O)C1CCC2C3CCC4CC(O)CCC4(C)C3C(=O)CC12C (configuration not stated)	?
C[C@H]1C[C@@H]2[C@H]([C@@H](O)C[C@@]3(C)[C@H]2CC[C@]3(O)C(=O)COC(=O)CCC(=O)O)[C@@]2(C)C=CC(=O)C=C12	-16%
CC(C)c1ccc(NC2CCCN(C(=O)CN3CCCCC3=O)C2)cc1 (configuration not stated)	?
O=C1CC(c2ccccc2)(c2ccccc2)c2ccccc21	-4%
CC(O)(c1ccc(F)c(F)c1)c1nc(-c2cccc(C#N)c2)cs1 (configuration not stated)	?
Cc1cc(Cl)ccc1-c1cc2nc(NCCCN(C)C)n(C)c(=O)c2s1	13µM*
Cc1ccc(NC(=O)c2ncn(CCCNCc3ccccc3)n2)cc1C	?
COC(=O)c1ccc2nc(C3CCCCC3)c(Cc3ccc(C)cc3)n2c1	23µM*
O=C(NCc1ccccc1)C(c1ccc(-c2ccccc2)cc1)N1CCN(C(=O)C2CCCO2)CC1 (configuration not stated)	?
COc1cccc(C(NC(C)=O)c2nc(-c3cccc(F)c3)cs2)c1 (configuration not stated)	-3%
O=C(Nc1ccc2c(c1)OCO2)C1Cc2c(-c3ccncc3)ccnc2O1 (configuration not stated)	?
Cc1c(C(=O)NN2CCOCC2)cccc1[N+](=O)[O-]	-11%
N#CC1C=Cc2c(ccc3ccccc23)N1C(=O)c1ccccc1 (configuration not stated)	0.92µM*
C=C1CCN([C@@H](Cc2ccccc2)C(=O)NCc2ccccc2)S(=O)(=O)c2ccccc21	?
COc1ccc(S(=O)(=O)N(C(=O)c2ccncc2)c2ccc3oc(C)c(C(C)=O)c3c2)cc1	2.3µM*

An excerpt of these results, with bars between the fields.
smiles | TDP1 cell noCPT
CCC(C)n1c(=N)c(C(=O)NCc2ccco2)cc2c(=O)n3cc(C)ccc3nc21 (configuration not stated) | ?
O=C1NC(c2cccc(OCc3ccccc3)c2)Nc2ccccc21 (configuration not stated) | 1.2µM*

Following part:
SMILES	TDP1 cell noCPT
CC1(C(=O)NS(=O)(=O)c2cccc(Cl)c2)CCN1C(=O)CC1CCCCC1 (configuration not stated)	0%
COc1ccc(C(C)C)cc1-c1cncc(NC(C)=O)n1	?
C=CCC[C@@H](CCCCC)OC(=O)/C=C/[C@H](O)[C@@H](O)C[C@@H](O)CC=C	16µM*
Cc1c(O)ccc2c1OC(C)(C)CC2	4µM*
O=C(COc1ccccc1C(=O)Nc1ccccc1)Nc1ccc(-c2ccccc2)cc1	11µM*
CC(C)CN1CC(C)C(=O)NC1=S (configuration not stated)	-2%
Cc1cc(C)c(-c2c(O)c3cccnc3n(C)c2=O)c(C)c1	-5%
Cc1nc(C)n(CC(=O)N2CCOc3ccc(CN4CCN(C)C[C@@H]4c4ccccc4)cc3C2)n1	-16%
CN(C)c1ccc(C(=O)C(=O)N2CCN(c3ccccc3)CC2)cc1	?
CCCCC(=O)N(C)c1c(CC)nc2c(OCc3ccc(S(C)(=O)=O)cc3)cccn12	?
